Screening data from PubChem BioAssay.
CHRM1 antagonist: blocks human M1 muscarinic receptor | P11229 | CHO-K1 hM1, Fluo-8 calcium fluorescence, ACh EC80 antagonist | inhibition, % at 3 µM | actives 1.3% (n = 360,000) | AID 588852;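 active = percent inhibition above its own plate's cutoff, namely the mean of that plate's compound wells plus 3 SD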;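 also: peak over basal fluorescence ratio during 140 s after agonist addition; 0% = ACh EC80 plus DMSO and 100% = DMSO alone without agonist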
CHRM1 PAM: potentiates human M1 receptor response to acetylcholine. P11229. CHO-K1 hM1, Fluo-8 calcium fluorescence, ACh EC20; 0% = ACh EC20, 100% = maximal ACh. activation, % at 3 µM. actives 0.088% (n = 360,000); in the data active = activation above about 19%, passing the limit was not always enough
M4 antag: antagonists of human muscarinic M4 receptor (CHRM4); inhibition, % at 3 µM; CHO-hM4 cells, ACh EC80, Fluo-8 calcium fluorescence; actives 0.73% (n = 360,000); P08173;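 active = inhibition above its plate's cutoff, the mean inhibition of sample wells plus 3 SD, cut at about 27% in these data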;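 also: 0% = acetylcholine EC80 with DMSO and 100% = DMSO without agonist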
Target sequence (P08173 whole entry, looked up): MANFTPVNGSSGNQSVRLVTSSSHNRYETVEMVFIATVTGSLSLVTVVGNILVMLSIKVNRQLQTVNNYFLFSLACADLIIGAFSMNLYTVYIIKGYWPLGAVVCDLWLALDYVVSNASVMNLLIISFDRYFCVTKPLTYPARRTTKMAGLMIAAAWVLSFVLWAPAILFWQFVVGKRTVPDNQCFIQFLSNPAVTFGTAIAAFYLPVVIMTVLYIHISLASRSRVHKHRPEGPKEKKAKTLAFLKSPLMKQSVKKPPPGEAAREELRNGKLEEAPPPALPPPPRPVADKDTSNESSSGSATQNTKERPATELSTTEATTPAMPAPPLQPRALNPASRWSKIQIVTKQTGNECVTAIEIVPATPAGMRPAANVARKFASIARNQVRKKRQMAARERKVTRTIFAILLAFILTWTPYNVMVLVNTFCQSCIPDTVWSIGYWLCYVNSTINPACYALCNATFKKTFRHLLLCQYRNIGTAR
CHRM4 PAM: positive allosteric modulators of human muscarinic M4 receptor | P08173 | CHO-K1 hM4/Gqi5, Fluo-8 calcium fluorescence, ACh EC20; 0% = ACh EC20, 100% = maximal ACh | activation, % at 3 µM | actives 0.4% (n = 360,000);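 active = activation above its plate's cutoff, the mean activation of sample wells plus 3 SD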; also: some results filed as inactive read as strong as hits
M4 ag: agonists of human muscarinic M4 receptor (CHRM4); CHO-K1 hM4/Gqi5, Fluo-8 calcium fluorescence; vehicle 0%, full acetylcholine response 100%; activation, % at 3 µM; actives 0.14% (n = 360,000);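 active = activation above the run mean over all test wells plus 3 SD, cut at about 32% in these data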;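 also: peak over basal fluorescence ratio per well then scaled between controls; 0% = DMSO wells and 100% = acetylcholine at EC100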
CRFBP-R2 agonist: agonists of human CRF-binding protein/CRF-R2 receptor complex | HEK293 CRF-R2/CRF-BP, calcium dye fluorescence (FLIPR); percent of saturating CRF peptide response | activation, % at 13.2 µM | actives 0.46% (n = 350,000) | AID 588473;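 active = activation of at least 50%, plus an integration ratio under a set limit after plate pattern correction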;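 also: plate controls were neutral control wells without compound for no effect and CRF at EC100 for full effect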
M5 antag: antagonists of human muscarinic M5 receptor (CHRM5); P08912; CHO-hM5 cells, Fluo-8 calcium fluorescence, ACh EC80; inhibition, % at 3 µM; actives 0.59% (n = 360,000);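 active = inhibition above a per-plate cutoff, the mean of that plate's test compounds plus 3 SD, cut at about 27% in these data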;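 also: 0% = acetylcholine EC80 with DMSO and 100% = DMSO without agonist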
Target sequence (P08912 whole entry, looked up): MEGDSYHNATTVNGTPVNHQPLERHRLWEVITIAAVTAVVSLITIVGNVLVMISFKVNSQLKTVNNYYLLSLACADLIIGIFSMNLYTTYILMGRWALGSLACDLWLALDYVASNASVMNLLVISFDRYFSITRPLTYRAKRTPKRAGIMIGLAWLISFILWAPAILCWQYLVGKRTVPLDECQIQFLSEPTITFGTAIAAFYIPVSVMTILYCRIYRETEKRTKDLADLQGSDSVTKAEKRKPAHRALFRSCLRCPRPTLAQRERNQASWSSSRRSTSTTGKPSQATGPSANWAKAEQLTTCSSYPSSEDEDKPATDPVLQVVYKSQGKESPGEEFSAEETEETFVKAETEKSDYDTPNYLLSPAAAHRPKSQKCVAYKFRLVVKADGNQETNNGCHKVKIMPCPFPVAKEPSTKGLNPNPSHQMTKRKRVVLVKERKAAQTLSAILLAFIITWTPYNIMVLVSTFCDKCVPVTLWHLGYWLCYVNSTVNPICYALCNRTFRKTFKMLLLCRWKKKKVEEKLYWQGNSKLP
M5 ag: CHRM5 agonism in calcium assay; P08912; CHO-K1 hM5 cells, Fluo-8 calcium fluorescence; 0% DMSO wells, 100% maximal acetylcholine response; activation, % at 3 µM; actives 0.19% (n = 360,000);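 active = activation above the run's mean over test compounds plus 3 SD, cut at about 23% in these data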;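 also: signal is peak over basal fluorescence ratio across the kinetic read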
M5 PAM: potentiates acetylcholine response at human M5 receptor. P08912. CHO-K1 hM5, Fluo-8 calcium, ACh EC20 PAM; 0% = ACh EC20, 100% = ACh EC100. activation, % at 3 µM. actives 0.3% (n = 360,000). AID 624038;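 active = activation above the run cutoff, the mean activation of all test compounds plus 3 SD, cut at about 18% in these data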
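system = human M5 receptor in CHO-K1 cells | reagent = EC20 acetylcholine as agonist stimulus | compound dosing = single-point, 3 µM nominal | incubation = Fluo-8 loading 80 min at 37 °C plus 30 min room temperature | detection = Fluo-8 calcium dye fluorescence, kinetic read | benchmarks = low control EC20 acetylcholine (0%), high control EC100 acetylcholine (100%)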
* hit, by the source's call; x = no result given.

SMILES | CHRM1 antagonist | CHRM1 PAM | M4 antag | CHRM4 PAM | M4 ag | CRFBP-R2 agonist | M5 antag | M5 ag | M5 PAM
C#CCOC(=O)c1ccccc1C(=O)n1nnc2ccccc21 | 2 | 0 | -10 | -1 | 0 | -1.4 | 4 | -1 | -1
CCOc1cc(/C=C2/C(=N)N3C(=NC2=O)SN=C3S(C)(=O)=O)ccc1OC(=O)c1ccco1 | -16 | 12 | 3 | 3 | 0 | 0.3 | 1 | -1 | 4
O=C1C=CC(=Nc2ccc3c(c2)C(=O)c2ccccc2-3)O1 | -26 | 12 | -12 | 13 | 9 | -3.3 | 1 | -4 | -4
C=C1CCC2C(C)(C)[C@@H](O)CC[C@@]2(C)[C@@H]1COc1ccc2ccc(=O)oc2c1 (some centres undefined) | 1 | 9 | -2 | 1 | 2 | 3.3 | 7 | -6 | -3
O=[N+]([O-])c1cc(C(F)(F)F)cc([N+](=O)[O-])c1NCCNC(=S)Nc1cccc(F)c1 | 25 | -10 | 16 | -31 | 18 | -0.6 | 28* | 12 | -26
COc1ccccc1CN1CCCC(CN(CCN(C)C)C(=O)c2ccc(C)cc2)C1 (centres undefined) | -5 | 0 | -6 | 0 | -1 | 0.7 | 3 | -6 | 5
O=C(NCCCN1CCCC1=O)Nc1ccc(Br)cc1Cl | 1 | 3 | 4 | 6 | 1 | 0.1 | 18 | -4 | -7
COc1ccccc1CNC(=O)CN1C(=O)NC(Cc2ccccc2)(c2ccccc2)C1=O (centres undefined) | -15 | 9 | -4 | 4 | 5 | -3.1 | 0 | 2 | 4
O=Cc1c(NCCCN2CCCC2=O)c2ccccc2[nH]c1=O | -12 | 5 | 2 | 0 | 1 | 1.1 | 6 | 0 | -4
CCCOC(=O)c1ccc(Oc2coc3c(CN(CC)CC)c(O)ccc3c2=O)cc1 | 89* | -26 | 93* | -20 | 2 | -2.4 | -10 | -10 | -9
Cc1cc(NS(=O)(=O)c2ccc(NC(=O)c3cc4cc(Br)ccc4oc3=O)cc2)no1 | -3 | 8 | -1 | -1 | 5 | -6.8 | 18 | -2 | -7
Cc1cc(C)n2nc(C(F)(F)F)c(-c3ccccc3)c2n1 | -11 | 4 | -4 | 4 | -2 | -1.9 | -14 | -4 | 3
O=C(Nc1ccccc1)c1ccc(S(=O)(=O)N2CCOCC2)cc1 | -11 | 5 | 8 | 6 | 3 | 3.6 | -5 | 2 | 1
Cc1cccc(C2=NN(c3ccc(Br)cc3)[C@@H](C(=O)N3CCOC3=O)[C@@H]2c2ccc(Cl)cc2)c1 | 0 | -1 | -8 | -5 | 0 | 1.4 | 3 | 1 | 1
COc1cc(OC)cc(N2C(=O)CSCC2=O)c1 | -5 | -2 | 6 | -13 | 4 | -0.4 | -3 | 1 | -1
CCN1CCN(C(=O)C2CCN(S(=O)(=O)c3cccc4cccnc34)CC2)CC1 | -11 | 8 | 7 | -3 | 1 | -0.3 | 6 | 1 | -6
Brc1ccc(CSc2ncnc3nc[nH]c23)cc1 | 11 | -2 | 1 | -3 | 7 | -0.5 | 1 | 5 | -3
CCn1c(CNC(=O)c2ccccc2F)nnc1SCC(=O)Nc1nncs1 | -4 | 7 | -5 | 9 | 2 | 2.1 | -7 | -3 | 4
O=C1NCCCC1C(=O)NCCN1C(=O)CCC1=O (centres undefined) | 0 | 1 | 5 | 5 | -1 | 1.4 | 2 | 2 | 5
CC(=O)c1cc(C#N)c(N2CC(C)OC(C)C2)nc1C (centres undefined) | -6 | 7 | -4 | -3 | 1 | -1.0 | -3 | 3 | -5
COc1cc2[nH]c(C)c(-c3ccccc3)c(=O)c2cc1Cl | x | x | -13 | 20 | 2 | x | -2 | 0 | 2
CS(=O)(=O)N(CC(=O)Nc1ccc2c(c1)OCCO2)c1ccc2c(c1)OCO2 | -15 | 0 | 2 | 1 | 1 | -1.5 | 5 | -1 | -5
CC(C)CCN1CCN(Cc2coc3ccccc3c2=O)CC1CCO (centres undefined) | -9 | 8 | -19 | -4 | 0 | 1.1 | -7 | 1 | 5
CC(C)c1ccc(N(C(=O)c2snc(C(N)=O)c2N)C(C(=O)NC2CCCC2)c2ccncc2)cc1 (centres undefined) | -4 | 2 | -2 | -5 | 2 | -1.0 | 18 | -4 | -8
Cn1nccc1C(=O)N1CCN(c2ccc(F)cc2)CC1 | -18 | 14 | 2 | 7 | 2 | -0.7 | -3 | 1 | 0
Cc1cccc(C2Nc3ccccc3C(=O)N2c2ccc(F)cc2)n1 (centres undefined) | 1 | 1 | 4 | -3 | 0 | -3.4 | 7 | -10 | -1
CCOc1cc(CO)cc(Br)c1OCC(=O)O | -1 | 3 | 4 | 10 | 0 | 0.9 | -1 | -1 | 3
CC(C)/C=C(/C(=O)c1ccc(Cl)cc1Cl)n1cncn1 | -7 | 8 | 0 | 12 | 1 | -1.4 | 6 | -3 | -1
Cc1cccc(Nc2nnc(SCC(=O)NC3CCCc4ccccc43)s2)c1 (centres undefined) | 2 | -5 | 7 | 3 | 1 | 1.9 | 13 | -1 | -7
COC(=O)c1cc(NC(=O)Nc2ccccc2)ccc1Cl | 22 | -12 | -2 | -21 | 25 | 0.2 | 31* | 8 | -19
COc1ccc(C(=O)CSC2=C(C#N)C3(CCCCC3)C(C#N)=C(N)N2)cc1 | 6 | -5 | 15 | -21 | 13 | -0.7 | 4 | 6 | -15
CCCNC(=O)C1CC(=O)N(c2ccc(OCc3ccc(Cl)cc3)cc2)C1 (centres undefined) | 13 | -11 | 4 | -11 | 8 | -0.3 | 11 | 7 | -16
Cc1cc(N2C(=O)C3C4CC(C(Br)C4Br)C3C2=O)no1 (centres undefined) | -11 | 3 | -9 | 3 | 1 | 4.5 | 0 | -1 | 0
Nc1ccc(C(=O)O)cc1[N+](=O)[O-] | -3 | 7 | 5 | -4 | 1 | 0.2 | -5 | 1 | 7
C[C@@H]1CN([C@@H](C)CO)C(=O)CCCn2nncc2CO[C@@H]1CN(C)C(=O)Nc1ccc(C(F)(F)F)cc1 | 0 | 0 | 3 | -5 | 15 | -0.3 | 9 | 1 | 0
CCN(C(=O)CN1CCN(S(=O)(=O)c2cc(Cl)ccc2Cl)CC1)c1c(N)n(Cc2ccccc2)c(=O)[nH]c1=O | -3 | 5 | -2 | 1 | 0 | 3.2 | 3 | 0 | 0

Full records from above:
CC(=O)c1cc(C#N)c(N2CC(C)OC(C)C2)nc1C (centres undefined) is entered as CHRM1 antagonist: -6; CHRM1 PAM: 7; M4 antag: -4; CHRM4 PAM: -3; M4 ag: 1; CRFBP-R2 agonist: -1.0; M5 antag: -3; M5 ag: 3; M5 PAM: -5
CCN1CCN(C(=O)C2CCN(S(=O)(=O)c3cccc4cccnc34)CC2)CC1 is entered as CHRM1 antagonist: -11; CHRM1 PAM: 8; M4 antag: 7; CHRM4 PAM: -3; M4 ag: 1; CRFBP-R2 agonist: -0.3; M5 antag: 6; M5 ag: 1; M5 PAM: -6

More compounds.
SMILES | CHRM1 antagonist | CHRM1 PAM | M4 antag | CHRM4 PAM | M4 ag | CRFBP-R2 agonist | M5 antag | M5 ag | M5 PAM
CC(=O)N1CCC(C(=O)OCc2ccc(Cl)cc2)(c2ccccc2)CC1 | -4 | 1 | -22 | 1 | 8 | -2.0 | 2 | 0 | -2
CC(=O)Nc1ccccc1C(=O)N1CC(C)OC(C)C1 (centres undefined) | -22 | 5 | -8 | 18 | 2 | 0.3 | 3 | -2 | 5
Cc1ccc(C2CC(=O)Oc3cc(C)cc(C)c32)cc1 (centres undefined) | -2 | -1 | -8 | 6 | -2 | -1.9 | -6 | -2 | -5
O=C(COC(=O)C1CC(=O)N(Cc2ccco2)C1)Nc1ccccc1[N+](=O)[O-] (centres undefined) | -10 | 14 | -8 | 12 | 2 | -0.9 | 3 | 0 | 5
CC1(C)CC(=O)C(c2c[nH]c3ccccc23)C(=O)C1 | -4 | 7 | 8 | 2 | 2 | -1.5 | 11 | -3 | -9
COc1ccc(S(=O)(=O)N2CCCC2CNC(=O)C(=O)NCc2ccccn2)cc1 (centres undefined) | -14 | 14 | 4 | 4 | 1 | 1.7 | -3 | -4 | 7
CCOc1cccc(C(=O)Nc2ccc3c(c2)OCCO3)c1 | -11 | 13 | -8 | 3 | 0 | -2.8 | -12 | 2 | 9
COc1ccc(-c2cc(-c3ccc(Br)cc3)nc3ncnn23)cc1OC | -10 | 2 | -1 | 16 | 0 | -2.4 | -2 | -9 | -3
CN(C)C(=O)CSc1nnc(CCCCCNC(=O)OC(C)(C)C)o1 | -2 | 9 | -9 | 12 | 0 | 0.3 | -5 | 0 | 4
Cc1nn(CC(=O)NCc2ccccc2Cl)c(C)c1[N+](=O)[O-] | 8 | -4 | 7 | 4 | 0 | -0.6 | 14 | -2 | -4
Cc1ccc(NC(=O)c2cc(Cl)nc3ccccc23)cc1 | 4 | -5 | 2 | -3 | 0 | -1.1 | 6 | -4 | -7
CN1CCN(CCCNC(=O)c2ccc(/C=C3\Sc4ccccc4N(Cc4ccc(F)cc4)C3=O)cc2)CC1 | 2 | -7 | 10 | -26 | 13 | -2.2 | 2 | -10 | -17
O=C(Oc1cccc(N2C(=O)C3C4c5ccccc5C(c5ccccc54)C3C2=O)c1)c1ccco1 (centres undefined) | 6 | -4 | 3 | -2 | 8 | 8.0 | 19 | -1 | -6
CCN(CC)c1ccc(C(=O)OCC(=O)NC2CCCCC2C)cc1 (centres undefined) | -12 | 6 | -8 | -5 | -1 | -0.6 | -6 | -2 | -1
COc1ccc(C(=O)CSc2nnc(CNC(=O)c3ccccc3)o2)cc1 | 2 | 2 | -5 | -4 | 10 | -1.3 | 10 | 2 | -9
Cc1cc(C)c2c(N)c(S(=O)c3ccc(C(C)(C)C)cc3)sc2n1 (centres undefined) | 9 | -6 | 9 | -4 | 1 | -1.1 | -4 | 2 | 3
CCN(CC(=O)NCc1cccs1)C(=O)c1ccc([N+](=O)[O-])o1 | -7 | 0 | 8 | 2 | 1 | -0.7 | 12 | -5 | -3
O=C(c1ccco1)N(Cc1ccco1)c1ccc(O)cc1 | 0 | 6 | 1 | 3 | 1 | -0.6 | -7 | -5 | 7
O=C(COc1ccc(C(=O)O)cc1)Nc1cccc(C(F)(F)F)c1 | -5 | 10 | -17 | 1 | 2 | -2.8 | -2 | -4 | 10
COc1ccc(NC(=O)CNc2cccc(C#N)c2)cc1Cl | -19 | 2 | -3 | -2 | 4 | -0.9 | -8 | -1 | 2
O=C(O)c1cccc(N2CCCC2)c1 | -23 | 9 | 8 | -5 | 1 | 0.8 | 1 | -1 | 7
CCc1ccc(-c2n[nH]nc2C2=CC(=O)C[C@H](c3ccc(F)cc3)C2)cc1 | -3 | -3 | -6 | -5 | 3 | -0.3 | -5 | 0 | 0
COc1ccc(S(=O)(=O)Nc2cccc3c2O[C@H](CN(C)S(=O)(=O)c2ccc(Cl)cc2)[C@H](C)CN([C@H](C)CO)C3=O)cc1 | 7 | -2 | 16 | 3 | 2 | 3.0 | 3 | -1 | 13
CCCc1ccc(OCC(O)CN2CCCC2)cc1 (centres undefined) | -9 | 4 | -11 | -2 | 1 | 2.8 | 13 | -12 | 2

Outcome played no part in choosing rows; about 2.8% have a hit in one of these screens.
